Assay outcomes as filed in PubChem.
EBNA-1 inh – blocks EBNA-1 binding to DNA; AID 1950; inhibition, % at 14.8 µM; 300,000 compounds, 0.34% hits; EBNA-1 DNA binding, fluorescence polarization; in the data active = inhibition above about 28%
proCasp7 act – counter-screen: procaspase-7 (human) activation | recombinant procaspase-7, Ac-DEVD-pNA absorbance 405 nm; D23A/D198A/D206A triple mutant, cannot self-cleave; scale: DMSO 0, 5 µM enzyme 100 | P55210 | activation, % at 8.5 µM | 330,000 compounds, 0.093% hits;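 active = percent activation above the screen-wide mean plus 3 SD, cut at about 25% in these data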
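Detection: p-Nitroaniline absorbance at 405 nm, read at 0 and 120 min; system: Uncleavable procaspase-7 mutant enzyme; evaluation: % activation from two-timepoint absorbance difference, scaled to controls; times: 1 h enzyme–compound preincubation and 2 h substrate reaction, both 25 °C; buffer or medium: Zinc-free HEPES pH 7.4 with 300 mM NaCl, 0.01% Triton X-100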
LAP4-GFP MLPCN – alters LAP4-GFP fluorescence in TOR pathway yeast screen | 320,000 compounds, 0.34% hits | GFP response vs DMSO, % at 10 µM | S. cerevisiae LAP4-GFP multiplex, flow cytometry GFP, 3 h; median GFP as percent of DMSO wells;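 active = GFP response vs DMSO above a set limit, about the screen mean plus 3 SD, cut at about 150% in these data; inconclusive = under 70 cell events counted for the yeast strain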
AHR act – human AHR activation; P35869; AHR-responsive luciferase reporter cells, luminescence; activation, % at 5 µM; 320,000 compounds, 2.5% hits; AID 2796; in the data active = activation above about 47%;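 note: 0% = vehicle wells and 100% = reference agonist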
proCasp3 act – activators of human procaspase-3. P42574. recombinant procaspase-3 D3A, Ac-DEVD-pNA absorbance 405 nm. activation, % at 8.5 µM. 330,000 compounds, 0.11% hits. AID 463141;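 active = activation above the mean of all tested compounds plus 3 SD, cut at about 21% in these data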;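 note: 0% = DMSO alone and 100% = DMSO wells spiked with extra 5 µM PC-3 D3A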
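assay system = Procaspase-3 D3A mutant | signal = absorbance at 405 nm, 0 and 120 min | times = 1 h preincubation plus 2 h reaction at 25 °C | repeats = single replicate | read-out = % activation between DMSO and enzyme-spiked controls | medium = Zinc-free HEPES saline buffer with Triton X-100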
ZTA counter – counter-screen for EBNA-1 inhibitors: inhibitors of Epstein-Barr virus ZTA. ZTA-DNA binding, fluorescence polarization. inhibition, % at 11 µM. 320,000 compounds, 0.15% hits; in the data active = inhibition above about 33%
RPL19A TOR yeast – alters RPL19A-GFP fluorescence in TOR pathway yeast screen; S. cerevisiae RPL19A-GFP strain, flow cytometry, 3 h; stronger effect = lower value; percent response vs DMSO, % at 10 µM; 330,000 compounds, 0.3% hits; AID 2025;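 active = percent response vs DMSO below 50%; inconclusive = fewer than 70 events counted for the yeast strain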;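 note: median channel GFP fluorescence of the barcoded RPL19A-GFP strain; ratio of sample median GFP to plate DMSO average so 100% = DMSO; lower means less RPL19A-GFP as with rapamycin TOR inhibition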
MEP2-GFP yeast – alters MEP2-GFP fluorescence in TOR pathway yeast screen | GFP response vs DMSO, % at 10 µM | S. cerevisiae MEP2-GFP strain, flow cytometry GFP, 3 h; 100% = DMSO control level | 330,000 compounds, 0.51% hits | AID 2016;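 active = GFP response versus DMSO above a set limit, roughly screen mean plus 3 SD, cut at about 180% in these data; inconclusive = fewer than 70 cells counted for a yeast strain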;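 note: median GFP fluorescence of the barcode-gated MEP2-GFP cells per well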
An asterisk follows results filed as active; u = inconclusive; x = not tested or not shown; [ ] = remark or other dose.

SMILES | EBNA-1 inh | proCasp7 act | LAP4-GFP MLPCN | AHR act | proCasp3 act | ZTA counter | RPL19A TOR yeast | MEP2-GFP yeast
Cc1cc(NC(=O)CCN2C(=O)C3C4C=CC(C4)C3C2=O)c2ccccc2n1 (stereo not given) | -14 | 13 | 84 | 4 | 0 | -1 | 91 | 82
COC(=O)c1ccc(OCC(=O)Nc2nn(-c3ccccc3)nc2C(N)=O)cc1 | 5 | -7 | 110 | 0 | 7 | 2 | 106 | 108
Cc1ccccc1N(CC(=O)NCCc1ccccc1)C(=O)c1csnn1 | 13 | -4 | 101 | -1 | -6 | 3 | 102 | 99
c1ccc(-c2nc(-c3ccccn3)no2)cc1 | 2 | 4 | 76 | 11 | 2 | -1 | 116 | 97
COc1ccccc1NC(=O)CCc1c(C)nc2c(-c3ccc(F)cc3)c(C)nn2c1C | -2 | -4 | 94 | 4 | 0 | -13 | 94 | u
CCCS(=O)(=O)N1CCN(Cc2ccc([N+](=O)[O-])cc2)CC1 | 10 | -4 | 86 | 27 | -4 | 0 | 97 | 103
Cc1ccc(S(=O)(=O)NNC(=O)c2cccc(O)c2)cc1 | -4 | -3 | 92 | 0 | 5 | -6 | 99 | 99
CC(C)(C)c1cccc(/C=N/O)c1O | -2 | -9 | 89 | 0 | 3 | 0 | 100 | 105
COc1ccccc1N1CCN(S(=O)(=O)CCNC(=O)CC2CCCCC2)CC1 | 1 | 4 | 92 | 0 | 1 | 1 | 95 | 97
COc1cccc(CNCc2ccc(OC)cc2OC)c1 | -5 | -9 | 98 | 0 | -3 | -5 | 103 | 108
COc1cccc(CNc2ncn[nH]2)c1OCc1ccc(F)cc1 | -9 | 14 | 111 | 7 | 15 | -13 | 101 | 120
COc1ccc(N2CCN(C(=O)c3ccc(NS(=O)(=O)c4ccc(F)c(F)c4)cc3)CC2)cc1 | -8 | 3 | 105 | 2 | 4 | -35 | 103 | 115
Cn1c(=O)[nH]c(=O)c2c1nc(N1CCCCC1)n2CC(O)CN1CCCCC1 (stereo not given) | -2 | -1 | 102 | -1 | -3 | 2 | 101 | 104
N#Cc1ccc(C(=O)Nc2nnc(-c3ccccn3)o2)cc1 | 13 | 0 | 103 | 1 | -2 | 4 | 105 | 104
Cn1c(CC(=O)Nc2ccccc2Cl)nnc1SCC(=O)Nc1nncs1 | -3 | 1 | 103 | 0 | 2 | 7 | 101 | 102
CCN(CC)S(=O)(=O)c1ccc(Oc2ccc(S(=O)(=O)N(CC)CC)cc2)cc1 | 4 | 19 | 113 | -16 | 2 | 2 | 89 | 89
O=C(c1ccc(CNS(=O)(=O)c2ccccc2)cc1)N1CCN(c2ccccn2)CC1 | 5 | 10 | 97 | 0 | 2 | 6 | 100 | 103
C[C@@H](Oc1ccccc1)c1nnn(Cc2ccccc2)c1-c1c([C@@H](C)Oc2ccccc2)nnn1Cc1ccccc1 | 6 | 15 | 105 | 0 | -1 | 9 | 112 | 97
O=C(Nc1ccc(OC(F)(F)C(F)F)c(NC(=O)c2ccc(F)cc2)c1)c1ccc(F)cc1 | 22 | -4 | 95 | 5 | -10 | 4 | 98 | 97
COc1ccc(C2CC(c3cccs3)=NN2C(=O)CCl)cc1OC (stereo not given) | -14 | -7 | 100 | 3 | 6 | 6 | 97 | 111
COc1ccccc1-n1c(CNC(=O)c2ccco2)nnc1SCC(=O)Nc1ccc(F)cc1 | -6 | -2 | 87 | 2 | 0 | -16 | 93 | 99
Cc1cc2cc3c(cc2nc1SCC(=O)Nc1ccccc1)CCC3 | 5 | 7 | 93 | 4 | -2 | -6 | 103 | 103
Cc1oc(S(=O)(=O)N2CCCCC2)cc1NC(=O)Nc1ccc(F)cc1 | -2 | -9 | 109 | -3 | -10 | -6 | 98 | 104
CCc1c(C(=O)N/N=C/c2ccc(OCc3ccc(F)cc3)c(OC)c2)nnn1-c1nonc1N | -10 | -6 | 100 | 1 | -2 | -2 | 105 | 103
COc1ccccc1CCNC(=O)CNC(=O)c1ccc2ccccc2c1 | 5 | 5 | 103 | 8 | 14 | 7 | 107 | 106

(cont.)
SMILES | EBNA-1 inh | proCasp7 act | LAP4-GFP MLPCN | AHR act | proCasp3 act | ZTA counter | RPL19A TOR yeast | MEP2-GFP yeast
CCn1c(-c2cc3ccccc3cc2O)n[nH]c1=S | -4 | -16 | 108 | 7 | -19 | 1 | 106 | 99
CCCCNC(=O)C1CC(=O)N(CCc2ccccc2)C1 (stereo not given) | -3 | 2 | 106 | -2 | 2 | -19 | 98 | 99
C[C@H](NC(=O)c1nc[nH]c1C(=O)NC1CCN(C(=O)OC(C)(C)C)CC1)C(=O)OC(C)(C)C | 3 | -1 | 93 | 9 | -2 | 5 | 96 | 97
COc1ccccc1CNS(=O)(=O)c1c(C)nc2scc(C)n2c1=O | 2 | 2 | 103 | 1 | 2 | 4 | 101 | 110
Cc1ccccc1C(NC(N)=O)c1ccccc1 (stereo not given) | 0 | 11 | 100 | 0 | 3 | -5 | 96 | 98
Cc1ccc(-n2c(SCC(=O)Nc3nccs3)nc3c(c2=O)SCC3)cc1 | 39* | 5 | 98 | 1 | -1 | 23 | 102 | 99
Cc1ccccc1NS(=O)(=O)c1ccc(F)cc1 | -7 | 5 | 103 | 2 | -3 | -1 | 97 | 97
COc1cc(C(=O)NCCc2cn3ccccc3n2)cc(OC)c1OC | -1 | -11 | 100 | 3 | 1 | 13 | 101 | 102
CNC(=O)CSc1nnc(-c2ccccc2F)n1CCc1ccccc1 | -2 | -1 | 103 | -1 | -1 | -1 | 98 | 96
COc1ccc(-c2csc(Nc3cc(C)ccn3)n2)cc1C | -16 | -4 | 104 | 1 | -4 | 10 | 98 | 105
Cc1cccc(OCCn2cnc(Cl)c2Cl)c1 | -3 | 2 | 104 | -6 | 8 | 5 | 96 | 100
Cc1ccc(C(C)(O)CS(=O)(=O)Cc2ccccc2Cl)cc1 (stereo not given) | -18 | -7 | 103 | 2 | -3 | 5 | 104 | 106
COC(=O)C1=C(C(=O)OC)[C@@H]2N(C)c3ccccc3[C@@]23C[C@@H](C(=O)OC)N(C(C)=O)C3=N1 | 8 | 1 | 105 | 4 | -3 | -2 | 109 | 99
CCOC(=O)N1CCC(NC(=O)C2CCCN(S(C)(=O)=O)C2)CC1 (stereo not given) | 9 | 6 | 91 | 1 | -2 | 1 | 108 | 79
Clc1ccc(C(c2ccccc2)N2CCNCC2)cc1 (stereo not given) | -1 | -2 | 100 | -2 | -5 | 0 | 95 | 104
Cc1cc(NCCc2ccccc2F)n2ncnc2n1 | 3 | 6 | 93 | -1 | 6 | -4 | 87 | 96
O=C(CCC(=O)CCN1CCCCC1)CCN1CCCCC1 | 2 | 0 | 102 | -3 | 2 | -4 | 100 | 102
CCCCC(=O)Nc1ccc(NC(=O)CC)cc1OC | 1 | 9 | 100 | 1 | -2 | -8 | 99 | 104
COC(=O)C1=CNC=C(C(=O)OC)C1c1ccc(C(=O)OC)cc1 | 17 | 8 | 98 | 0 | 4 | 14 | 100 | 98
Cc1ccc(OCC(=O)OCC(=O)c2c(N)n(C)c(=O)n(C)c2=O)cc1C | -9 | 10 | 91 | -1 | 3 | 13 | 96 | 101
CN1C(=O)C(CCC(=O)O)NC1=S (stereo not given) | -1 | 6 | 106 | 1 | -6 | 0 | 102 | 97
CC(/C=N\NC(=O)c1cccnc1)c1ccccc1 (stereo not given) | 6 | 4 | 90 | 13 | 7 | 2 | 98 | 94
CCCn1nnc(NC(=O)/C=C/c2cc(Br)ccc2OC)n1 | 9 | 2 | 113 | 12 | 5 | 17 | 105 | 122
O=C(NCCSc1ccccc1)c1ccc(CN2CCOCC2)cc1 | -14 | -3 | 102 | 13 | 8 | 0 | 103 | 114
COc1ccc(OC)c(CN2CCC(N3CCC(C(=O)NC4CC4)CC3)CC2)c1 | -6 | 4 | 90 | -3 | -10 | 0 | 99 | 97

The list goes on:
SMILES | EBNA-1 inh | proCasp7 act | LAP4-GFP MLPCN | AHR act | proCasp3 act | ZTA counter | RPL19A TOR yeast | MEP2-GFP yeast
CC[C@@H](C)[C@@H]1CN([C@@H](C)CN2CCC[C@H]2CN2C(N)=NC[C@H]2CC(C)C)C(=N)N1CCCC1CCCC1 | x | 12 | 98 | 0 | 0 | x | 101 | 100
CCC1CCCCN1C(=O)c1c[nH]c2ccc(S(=O)(=O)N(C)c3ccc(Cl)cc3)cc2c1=O (stereo not given) | -7 | -5 | 101 | 4 | -2 | 7 | 92 | 96
COc1ccccc1NS(=O)(=O)c1ccc2[nH]c(=O)[nH]c2c1 | 7 | -2 | 95 | 4 | 0 | -15 | 103 | 103
CC(C)=CCN1CCN(Cc2ccc(Oc3ncccn3)cc2)CC1CCO (stereo not given) | 10 | 5 | 88 | -1 | 4 | 2 | 105 | 108
CCC(C)[C@H](NC(=O)Nc1ccc2c(c1)OCCO2)C(=O)O (stereo not given in full) | 3 | 0 | 95 | -1 | 0 | 9 | 96 | 104
COC(=O)c1cnn(-c2nc(-c3ccccc3)cs2)c1N | 22 | 5 | 93 | 21 | 4 | 12 | 105 | 105
CCOc1ccc(NC(=O)N(CCN(C)C)C(C)c2cccnc2)cc1 (stereo not given) | -9 | 11 | 113 | 1 | 12 | -3 | 100 | 104
O=C(Nc1nnc(-c2ccccc2F)s1)C1CCN(S(=O)(=O)c2ccc(Cl)cc2)CC1 | -10 | 3 | 93 | 14 | -3 | 1 | 93 | 95
O=c1c2ccccc2nc2n1CCS2 | 6 | 2 | 102 | -1 | 1 | 2 | 99 | 109
COc1ccc(-n2ccsc2=S)cc1 | 2 | -4 | 96 | -3 | 2 | -3 | 97 | 99
CN(C)c1cccc(C(=O)N/N=C/c2ccccc2F)c1 | -6 | 3 | 106[may fluoresce violet] | 27 | -2 | 0 | 64[may fluoresce violet] | 291*[may fluoresce violet]
CC(C(=O)N=Nc1c(O)n(C)c2ccc(Br)cc12)n1cnc2ccccc2c1=O (stereo not given) | 1 | 0 | 98 | 80* | 6 | 6 | 97 | 103
CCN(CC(=O)NCc1ccccn1)S(=O)(=O)c1ccc(OC)cc1 | 1 | -3 | 104 | 0 | 5 | 5 | 102 | 101
COc1cc(NC(=O)C2CCCN2C(=O)OCc2ccccc2)cc(OC)c1 (stereo not given) | -9 | 9 | 101 | 5 | 0 | -2 | 97 | 103
CCOC(=O)N1CCN(S(=O)(=O)c2cccc3nonc23)CC1 | -3 | -2 | 95 | 1 | 6 | 5 | 98 | 101

Record cards (already shown). Order of values: EBNA-1 inh | proCasp7 act | LAP4-GFP MLPCN | AHR act | proCasp3 act | ZTA counter | RPL19A TOR yeast | MEP2-GFP yeast
CC[C@@H](C)[C@@H]1CN([C@@H](C)CN2CCC[C@H]2CN2C(N)=NC[C@H]2CC(C)C)C(=N)N1CCCC1CCCC1 across the screens: x | 12 | 98 | 0 | 0 | x | 101 | 100
O=c1c2ccccc2nc2n1CCS2 across the screens: 6 | 2 | 102 | -1 | 1 | 2 | 99 | 109
CCC(C)[C@H](NC(=O)Nc1ccc2c(c1)OCCO2)C(=O)O (stereo not given in full) across the screens: 3 | 0 | 95 | -1 | 0 | 9 | 96 | 104
COc1ccc(-n2ccsc2=S)cc1 across the screens: 2 | -4 | 96 | -3 | 2 | -3 | 97 | 99
CC(C)=CCN1CCN(Cc2ccc(Oc3ncccn3)cc2)CC1CCO (stereo not given) across the screens: 10 | 5 | 88 | -1 | 4 | 2 | 105 | 108
